DT40 TDP1 no CPT: qHTS for Inhibitors of human tyrosyl-DNA phosphodiesterase 1 (TDP1): qHTS in cells in absence of CPT | DT40 Tdp1-/- hTDP1 cells, no CPT, ATP luminescence, 48 h | Potency, µM (series often up to 46.2 µM), for the others: at the highest dose activity change, negative = growth inhibition, hits mostly inhibitors | hit rate 15% among 420,000; note: nearly all actives have a fitted effect of over 55% in size
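Cells were dispensed at 400 per well, compounds added by pin tool, plates incubated ≥48 hr at 37 °C, then CellTiter-Glo added for 30 min at room temperature before luminescence reading. Line: DT40 Tdp1-/- complemented with hTDP1; camptothecin omitted.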
TDP1 block: TDP1 (human) enzyme inhibition; recombinant TDP1, AlphaScreen DNA substrate cleavage; Potency, µM (top dose mostly 130 µM), without a hit: at the top dose activity change, negative = inhibition, hits mostly inhibitors; hit rate 0.28% among 350,000; AID 485290; note: nearly all actives have a fitted effect of over 40% in size
Target sequence (Q9NUW8 whole entry, looked up): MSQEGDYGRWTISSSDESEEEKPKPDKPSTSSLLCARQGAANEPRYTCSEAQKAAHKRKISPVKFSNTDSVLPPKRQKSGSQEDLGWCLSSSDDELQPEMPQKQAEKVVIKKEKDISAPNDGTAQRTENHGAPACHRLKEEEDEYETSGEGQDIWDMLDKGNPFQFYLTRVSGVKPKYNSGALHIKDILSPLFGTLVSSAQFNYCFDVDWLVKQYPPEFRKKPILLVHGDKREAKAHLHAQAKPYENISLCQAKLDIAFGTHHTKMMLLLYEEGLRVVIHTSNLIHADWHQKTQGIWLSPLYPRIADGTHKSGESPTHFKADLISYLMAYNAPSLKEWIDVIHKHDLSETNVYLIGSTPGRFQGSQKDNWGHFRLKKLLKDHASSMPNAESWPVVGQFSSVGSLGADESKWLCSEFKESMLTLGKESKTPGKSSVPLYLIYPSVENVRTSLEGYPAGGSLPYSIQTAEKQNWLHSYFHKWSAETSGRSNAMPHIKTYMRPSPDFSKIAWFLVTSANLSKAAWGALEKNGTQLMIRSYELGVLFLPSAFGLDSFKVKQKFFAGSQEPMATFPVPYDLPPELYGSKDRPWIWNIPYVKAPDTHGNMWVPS
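Steps: enzyme plus compound, 15 min RT; add biotin/phosphotyrosine-FITC oligonucleotide (15 nM final), react 5 min; add donor/acceptor beads (10 ug/ml final), 10 min; read AlphaScreen. Tdp1 at 1 nM final.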
DT40 TDP1 CPT: growth inhibition of DT40 Tdp1-/-;hTDP1 cells with camptothecin (screen for TDP1 inhibitors); AID 686979; hit rate 12% among 420,000; Potency, µM (top dose mostly 46.2 µM), for the others: at the top dose activity change, negative = growth inhibition, usual class: inhibitors; chicken DT40 Tdp1-/-;hTDP1 cells + 20 nM CPT, ATP luminescence, 48 h; note: nearly all actives have a fitted effect of over 55% in size
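Cell growth measured by CellTiter-Glo luminescence after a minimum 48 h, 37 C compound exposure with 20 nM CPT in Tdp1-knockout DT40 cells stably expressing hTDP1, seeded 400/well; qHTS titration format.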
Numbers without * were called inactive; ? = inconclusive; . = not tested or not shown; & = joins results of further samples; [ ] = dose if it differs, or a comment. Calls come from the whole dose curve; as a rule, active = well fitted curve in the direction sought with a large enough effect; inconclusive = small, poorly fitted or top-dose-only effect, or another doubt; inactive = no such curve, though single readings can be large; an effect the other way counts as inactive or inconclusive. % is set by controls: 0 for no effect and ±100 for the full control effect; potency is the fitted concentration of half-maximal effect.

SMILES	DT40 TDP1 no CPT	TDP1 block	DT40 TDP1 CPT
COc1ccccc1NS(=O)(=O)c1cc(NC(=S)NCC2CCCO2)ccc1C (stereo not drawn)	?	-2%	-17%
COC(=O)c1ccccc1NC(=O)c1ccc(COc2ccc3c(c2)CCC3)cc1	-17%	-8%	-1%
Cc1cc2[nH]ncc2cc1NC(=S)NC(=O)c1ccccc1	18µM*	7%	?
CC(C)/C(=N\NS(=O)(=O)c1ccc(Br)cc1)c1cccs1	?	0%	?
O=C(CSc1nccn(-c2ccc(Br)cc2)c1=O)NC1CCCC1	?	-1%	?
CC(=O)c1ccc(NC(=O)NC2CCCCCCC2)cc1	-22%	0%	?
CC(=O)NC12CC3CC(C1)CC(C(=O)N1CCN(S(=O)(=O)c4cccc([N+](=O)[O-])c4)CC1)(C3)C2	-2%	.	?
COc1cc(NC(=S)N2CCN(S(=O)(=O)c3ccccc3)CC2)cc(OC)c1	-4%	6%	-13%
COc1ccc(C2C(=O)c3ccccc3C2=O)cc1	-9%&-5%	11%[56.1 µM]	-13%&-16%
CCOc1ccc(C(=O)C(C)OC(=O)Cn2[nH]c(=O)c3ccccc3c2=O)cc1 (stereo not drawn)	-27%	0%	-26%
N#Cc1c(SCc2ccccc2)nc(N2CCOCC2)c2c1CCCC2	-29%	-7%	5%
COc1ccc(NC(=S)NCCCn2ccnc2)cc1	-9%	.	-1%
Cc1c(C(=O)NC2CCCC2)oc2ccccc12	14%	-2%	-16%
CC1C=CC(C)C(C(=O)c2ccccc2)C1C(=O)c1ccccc1 (stereo not drawn)	23µM*	.	13µM*
COc1cc(Cn2c3ccc(NC(=O)CCc4ccc(O)cc4)cc3c(=O)n2C)ccc1F	21µM*	.	?
Cc1cc(NCCc2ccccc2F)n2ncnc2n1	?	4%	0%
COc1ccccc1-c1cccc2nccn12	-15%	.	?
NNC(=O)C12CC3CC(C1)CC(n1ncnn1)(C3)C2	-5%	6%	-9%
COc1ccc(CC(=O)NCc2nc3cccnc3n2Cc2ccc(F)cc2)cc1OC	?	9%	-30%
COc1ccccc1N(O)C1CC(=O)N(c2ccc(F)cc2)C1=O (stereo not drawn)	?	3%	?
C=CCn1c(SCC(=C)C)nc2c1c(=O)[nH]c(=O)n2C	-8%	.	-4%
CC(=O)c1ccc(N2CCN(C(=O)C3CCCN(c4ncnc5c4nc4n5CCCCC4)C3)CC2)cc1 (stereo not drawn)	15µM*	6%	15µM*
OC12CCCCC1C(c1ccc3c(c1)OCO3)N(Cc1ccccc1F)CC2 (stereo not drawn)	-4%	3%	-7%
Cc1cc(NS(=O)(=O)c2ccc(NC(=O)CCCOc3cccc(C)c3C)cc2)no1	-11%	7%	-2%
O=C(O)CN1CCN(Cc2ccc(Cl)cc2)C1=O	4%	3%	-17%
C=CCN1/C(=C(\C#N)C2=NS(=O)(=O)c3ccccc32)N(C)c2ccccc21	-3%	8%	1%
COc1cc(NS(=O)(=O)c2ccc(Nc3nc(-c4ccccn4)cs3)cc2)nc(OC)n1	2%	10%	-4%
Cc1cc(NC(=O)c2ccc(-c3ccc(F)c(Cl)c3)o2)no1	-12%	-2%	1%
CCOC(=O)N1CCN(S(=O)(=O)c2ccc(C(=O)Nc3sc4c(c3C(N)=O)CCN(CC)C4)cc2)CC1	21µM*	6%	?
CCOc1ccccc1OCCCC(=O)N1CCN(S(=O)(=O)c2cc(F)ccc2F)CC1	?	.	?
Oc1ccc(/C=N/NC(=S)NCC2CCCO2)cc1 (stereo not drawn)	2%	4%	-15%
O=C(NC(=S)Nc1ccccc1N1CCCC1)c1ccccc1[N+](=O)[O-]	-5%	8%	-17%
CCCCC(=O)Nc1ccc(C(=O)NN2C(=O)c3ccccc3C2=O)cc1	4%	1%	1%
O=C(NC1CCCCC1)C1c2ccccc2OCC(=O)N1CCc1ccccc1 (stereo not drawn)	-26%	.	-1%
CC(C)CCn1c(SCC(=O)NC2CCS(=O)(=O)C2)nc2cc(Cl)ccc2c1=O (stereo not drawn)	-15%	-1%	-6%
Cc1nc(NC(=O)COC(=O)CCc2ccccc2)c(Cl)cc1Cl	-29%	-4%	1%
CC(C)Cn1c2nc3ccccc3nc2c2c(=O)n(CCN3CCOCC3)cnc21	?	10%	?
Cc1ccc2nc(C(C)(C)C)c(Cc3cccc(F)c3)n2c1	18µM*	.	15µM*
Cc1c(NS(=O)(=O)N2CCCCC2)c(=O)n(-c2ccccc2)n1C	14%	4%	6%
O=C(CSc1nc2ccccc2c(=O)n1-c1ccccc1)N/N=C/C=C/c1ccccc1[N+](=O)[O-]	?	5%	?
COCCNc1cnn(-c2ccccc2)c(=O)c1Cl	0%	.	-5%
O=S(=O)(CC(CN1CCCCC1)N1CCCCC1)c1ccc2ccccc2c1 (stereo not drawn)	2.6µM*	3%	5.2µM*
Cc1c(C(=O)O)nn(-c2ccccc2)c(=O)c1C#N	-12%	5%	2%
CSCC[C@H](NC(=O)OC(C)(C)C)c1nnc(SCC(=O)Nc2c(C)cccc2C)o1	-16%	7%	0%
O=C(NCCOCCn1c(=O)oc2ccccc21)Nc1cccc(Cl)c1	8.2µM*	2%	7.3µM*
COc1ccccc1S(=O)(=O)Cc1ccc(C(=O)NC2CCCCCC2)o1	-22%	3%	?
COc1cc2c(cc1OC)C(Nn1cnnc1)=NC1(CCCC1)C2	7%	1%	-2%
CCOc1ccc(Cl)cc1S(=O)(=O)n1cnc2cc(C)c(C)cc21	?	4%	?
COC(=O)Cn1c(O)c(N=NC(=O)OC)c2ccccc21	-1%	0%	-13%
CCN(C[C@H]1N[C@@](CC)(C(=O)OC)[C@H]2C(=O)N(C)C(=O)[C@@H]12)S(=O)(=O)c1ccc(-c2ccccc2)cc1	?	2%	?
(list continues)
SMILES	DT40 TDP1 no CPT	TDP1 block	DT40 TDP1 CPT
CC(C)(C)NC(=O)C1N(c2cccnc2)C(=O)C2C(C(=O)Nc3ccccc3F)C3(C)C=CC21O3 (stereo not drawn)	-6%	2%	4%
Cc1ccc(C(=O)N2CCCC(C(=O)c3cc(F)ccc3F)C2)s1 (stereo not drawn)	?	0%	?
Cc1nc2ccccc2nc1-c1csc(-c2ccccc2)n1	11µM*	.	13µM*
CC1=NN(C(N)=S)C(=O)C1N=Nc1ccc(F)cc1 (stereo not drawn)	?	.	-24%
O=C(OCc1nnc(-c2ccccc2)o1)c1cc2ccccc2cc1O	-3%	3%	-15%
O=C(CSc1nc2ccccc2c(=O)n1-c1ccccc1)N1CCN(CCO)CC1	-13%	10%	-17%
COc1ccc(Cn2nnnc2C(c2cc3cccc(C)c3[nH]c2=O)N2CCN(C)CC2)cc1 (stereo not drawn)	5%	8%	4%
CSc1nnc2ccc(-c3cccs3)nn12	-20%	1%	-4%
CCN(CC)CCNc1nc(-c2ccccc2)c2c(c1C#N)CC(C)(C)OC2	-11%	-1%	2%
Cc1ccc(NC(=O)C2CCCN(S(=O)(=O)c3ccc4[nH]c(=O)ccc4c3)C2)c(C)c1 (stereo not drawn)	?	.	?

Structural class: the compounds so far containing fluorine.
SMILES	DT40 TDP1 no CPT	TDP1 block	DT40 TDP1 CPT
COc1cc(Cn2c3ccc(NC(=O)CCc4ccc(O)cc4)cc3c(=O)n2C)ccc1F	21µM*	.	?
Cc1cc(NCCc2ccccc2F)n2ncnc2n1	?	4%	0%
COc1ccc(CC(=O)NCc2nc3cccnc3n2Cc2ccc(F)cc2)cc1OC	?	9%	-30%
COc1ccccc1N(O)C1CC(=O)N(c2ccc(F)cc2)C1=O (stereo not drawn)	?	3%	?
OC12CCCCC1C(c1ccc3c(c1)OCO3)N(Cc1ccccc1F)CC2 (stereo not drawn)	-4%	3%	-7%
Cc1cc(NC(=O)c2ccc(-c3ccc(F)c(Cl)c3)o2)no1	-12%	-2%	1%
CCOc1ccccc1OCCCC(=O)N1CCN(S(=O)(=O)c2cc(F)ccc2F)CC1	?	.	?
Cc1ccc2nc(C(C)(C)C)c(Cc3cccc(F)c3)n2c1	18µM*	.	15µM*
CC(C)(C)NC(=O)C1N(c2cccnc2)C(=O)C2C(C(=O)Nc3ccccc3F)C3(C)C=CC21O3 (stereo not drawn)	-6%	2%	4%
Cc1ccc(C(=O)N2CCCC(C(=O)c3cc(F)ccc3F)C2)s1 (stereo not drawn)	?	0%	?
CC1=NN(C(N)=S)C(=O)C1N=Nc1ccc(F)cc1 (stereo not drawn)	?	.	-24%

(listing goes on)
SMILES	DT40 TDP1 no CPT	TDP1 block	DT40 TDP1 CPT
CN1C(=O)/C(=C2\SC(=S)N(C(CCC(=O)O)C(=O)O)C2=O)c2ccccc21 (stereo not drawn)	-4%	1%	10%
COc1cc2c(cc1OC)C(c1ccc(-c3ccc(Cl)c(Cl)c3)o1)=NCC2	1.8µM*	8%	4.1µM*
COC(=O)c1nn(C23CC4CC(CC(C4)C2)C3)c2c1C(=O)N(c1ccc(Br)cc1)C2=O	-16%	4%	?
COc1ccc(S(=O)(=O)N(C)C)cc1NC(=O)Cc1cccs1	0%	-2%	-1%
CCN(CC)C(=O)C1CCCN(C(=O)c2cc(COc3ccc4ncccc4c3)on2)C1 (stereo not drawn)	5.8µM*	6%	16µM*
O=C1C(=O)N(C2CCN(C(=O)c3ccc(F)cc3)CC2)CCN1Cc1ccc(F)cc1	-1%	-3%	-2%
CC(C)c1onc(C(=O)Nc2ccc3c(c2)OCO3)c1[N+](=O)[O-]	18µM*	.	?
C[C@@H](CN1CCC[C@H]1CN1C(N)=NC[C@@H]1Cc1ccccc1)N1C[C@@H](Cc2ccccc2)N(CCc2ccc(Cl)c(Cl)c2)C1=N	?	1%	?
Cc1cccc(N(C)C(=O)CCS(=O)(=O)c2ccc3c(c2)n(C)c(=O)c(=O)n3C)c1	-6%	0%	-6%
CCOC(=O)C1CCN(C(c2ccc(OCC)cc2)c2c(O)cc(C)n(CCOC)c2=O)CC1 (stereo not drawn)	-14%	-5%	-10%
CCn1c(=O)n(CC)c2cc(NS(=O)(=O)c3ccccc3)ccc21	-11%	1%	?
Cc1ccc(C(=O)COC(=O)c2cccc(NC(=O)c3ccc(Cl)cc3Cl)c2)cc1	?	.	?
COCCN1Cc2cccc(C(=O)NCC3CCN(CC(C)C)C3)c2C1=O (stereo not drawn)	-5%	0%	0%
C=CCNc1nc(C(=O)OCC(=O)NCc2cccc(Cl)c2)cs1	5%	1%	0%
CC(=O)Nc1ccc(S(=O)(=O)Nc2nnc(C)s2)cc1	-14%	.	-14%
O=S(=O)(Nc1cccc(-c2nc3cccnc3s2)c1)c1ccc2c(c1)CCCC2	?	-3%	-27%
Cc1cccc(/C=C/c2onc(C)c2S(=O)(=O)N2CCC(C(=O)N3CCCCC3)CC2)c1	18µM*	1%&7%	29µM*
Cc1ccc(-n2[nH]c(C)c(/C=N/Nc3ccc([N+](=O)[O-])cc3[N+](=O)[O-])c2=O)cc1	15µM*	11%	21µM*
Cc1ccc(NC(=O)c2ccn(C)n2)c(Br)c1	-18%	-5%	-7%
O=C(N/N=C/c1ccccc1)C1CCCN1C(=O)c1cc([N+](=O)[O-])cc([N+](=O)[O-])c1 (stereo not drawn)	-10%	2%	?
CCOC(=O)C[C@H]1c2ccc(C(F)(F)F)cc2S(=O)(=O)N1c1cccc(OC)c1	?	.	?
CC(=O)Oc1cc(C(F)(F)F)ccc1C(=O)O	-28%[21.1 µM]	12%[21 µM]	-2%[21.1 µM]
CC(C)Sc1n[nH]c(=O)n1-c1cccc(C(F)(F)F)c1	8%	0%	-1%
CCOc1ccc(C(=O)Nc2cc(-c3ccccc3)no2)cc1	-27%	6%	-26%
CC1CCC2(CC1)NC(=O)N(CC(=O)N1c3ccccc3CC1C)C2=O (stereo not drawn)	-13%	-2%	?
C=CCN1C(=O)C(Cc2ccccc2)S/C1=N/N=C/c1cccs1 (stereo not drawn)	-14%	4%	-16%
COc1ccc(NC(=O)c2oc3ccccc3c2NC(=O)c2ccc(OC)c(OC)c2)c(OC)c1	-26%	.	-2%
COc1cccc(CN2CC(C(=O)NCc3cccc(N4CCCC4)c3)CCC2=O)c1 (stereo not drawn)	?	7%	?
CCC(CC)NC(=O)CO/N=C/c1ccccc1OC(F)F	-35%	-1%	-7%
O=C(Nc1ccc(F)cc1)[C@H](Cc1ccccc1)N1Cc2ccccc2C1=O	?	5%	-26%
COc1ccc2cc(C)c3nnc(SCC(=O)Nc4cc(OC)c(OC)cc4C(=O)O)n3c2c1	-3%	1%	0%
COC(=O)CCSc1cc(NCCOC(C)=O)c([N+](=O)[O-])c2nonc12	18µM*	3%&2%	11µM*
COc1ccc(S(=O)(=O)N2CCCc3ccccc32)cc1[N+](=O)[O-]	-10%	.	-23%
COc1ccccc1NC(=O)COc1ccc(Br)cc1CNC1CCCC1	?	0%	?

Screens from PubChem BioAssay.
